uPA generation: inhibitors of cell surface uPA generation; cell surface uPA generation assay, qHTS; Potency, µM (top dose mostly 38.3 µM), for inactives: top-dose activity change, negative = inhibition, actives largely listed as inhibitors; 330,000 compounds, 0.31% hits; AID 540303; active means well fitted inhibition curve with a large enough effect; inconclusive means small, poorly fitted or top-dose-only effect; inactive means no such curve, though single readings can be large or run the other way; tested in mouse RAW 264.7 cells; further: potency means the concentration at half of the fitted maximal effect; on the % scale 0 is the no-effect control and ±100 the full control effect; nearly all actives have a fitted effect of over 55% in size
TSG101-PTAP inh: blocks PTAP/TSG101 interaction to inhibit HIV-1 budding; Q99816; Fluorescence polarization, FITC-PTAP peptide / Tsg101 binding; Potency, µM (doses to about 115 µM), inactives show at the top dose activity change, negative = inhibition, hits mostly inhibitors; 340,000 tested, under 10 active; AID 493005; active means well fitted inhibition curve with a large enough effect in the main read-out, with a control signal flat, not every such curve was filed as active; inconclusive means small, poorly fitted or top-dose-only effect, or effect the other way, or a change in a side signal; inactive means no such curve, though single readings can be large or run the other way; further: potency means the concentration at half of the fitted maximal effect; % of control where 0% means no effect
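Tsg101 binding domain (10 uM final) was mixed with compound and a FITC-labeled PTAP peptide (50 nM final) in HEPES pH 7.5 buffer with NaCl, Tween 20, EDTA and TCEP; fluorescence polarization was read after 20 min at r.t.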
ELG1 repair inh: inhibitors of ELG1-dependent DNA repair in HEK293T cells; HEK293T ELG1-luciferase reporter, luminescence, 16 h; DNA damage induced by 5-fluorouridine; Potency, µM (highest dose often 46.1 µM), for inactives: top-dose activity change, negative = inhibition, most hits filed as inhibitors; 330,000 compounds, 2.3% hits; further: potency means the concentration at half of the fitted maximal effect; on the % scale 0 is the no-effect control and ±100 the full control effect; nearly all actives have a fitted effect of over 55% in size
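In this reporter screen, reduction of luminescence relative to DMSO vehicle indicated activity. Compounds and 5-fluorouridine were added together to 2,000 cells per well, incubated for 16 hr at 37 °C, then developed with ONE-Glo.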
Tb PFK block: T. brucei PFK enzyme inhibition. O15648. T. brucei PFK, ADP-Glo luminescence. Potency, µM (doses to about 57.5 µM), for the others: at the highest dose activity, negative = inhibition, actives largely listed as inhibitors. 330,000 compounds, 0.17% hits. AID 485367;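 further: potency means the concentration at half of the fitted maximal effect; 0% = uninhibited 1x PFK enzyme wells and -100% = no-enzyme wells; nearly all actives have a fitted effect of over 60% in size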
Target sequence (O15648 whole entry, looked up): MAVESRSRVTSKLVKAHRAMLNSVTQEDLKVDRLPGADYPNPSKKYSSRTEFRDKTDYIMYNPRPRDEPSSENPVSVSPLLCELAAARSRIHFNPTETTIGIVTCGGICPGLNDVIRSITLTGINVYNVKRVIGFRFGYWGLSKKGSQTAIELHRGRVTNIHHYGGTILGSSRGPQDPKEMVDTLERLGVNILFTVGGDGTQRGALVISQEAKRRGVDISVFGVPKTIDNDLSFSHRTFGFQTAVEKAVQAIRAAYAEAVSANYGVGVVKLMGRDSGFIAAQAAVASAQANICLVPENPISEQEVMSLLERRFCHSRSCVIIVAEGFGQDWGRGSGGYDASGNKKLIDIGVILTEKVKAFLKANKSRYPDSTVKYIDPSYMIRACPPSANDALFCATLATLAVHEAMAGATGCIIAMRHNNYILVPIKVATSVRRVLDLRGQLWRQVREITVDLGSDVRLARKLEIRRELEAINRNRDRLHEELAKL
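Luminescent ADP detection (ADP-Glo, two-step: ATP depletion then ADP-to-ATP conversion for luciferase) reported PFK activity after 45 min room-temperature reaction of 1.25 nM enzyme with 0.5 mM F6P and 0.1 mM ATP at pH 8.0.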
USP2a block: USP2a (human) protease inhibition. USP2 core, Ub-CHOP2 coupled fluorogenic reporter, 485/531. Potency, µM (highest dose often 38.3 µM), without a hit: at the highest dose activity change, negative = inhibition, actives largely listed as inhibitors. 330,000 compounds, 0.01% hits. AID 463254;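 further: potency means the concentration at half of the fitted maximal effect; plate controls were DMSO wells for no effect and full inhibition by NEM control for full effect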
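USP2 core (10nM final) preincubated 30min RT with compound in 20mM Tris-HCl pH 8.0, 2mM CaCl2, 2mM beta-mercaptoethanol, 0.05% CHAPS; 25nM Ub-CHOP2 plus 25nM reporter substrate added, fluorescence (Ex485/Em531) read after 60min.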
B2AR arrestin: agonists driving beta-arrestin recruitment to human beta2-adrenergic receptor | P07550 | beta-arrestin recruitment to beta2AR, cell-based reporter | Potency, µM (highest dose often 46.1 µM), without a hit: at the highest dose activation, usual class: activators | 330,000 compounds, 0.02% hits | AID 492947;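 further: potency means the concentration at half of the fitted maximal effect; 0% = DMSO controls and full agonism = EC100 isoproterenol or metaproterenol; nearly all actives have a fitted effect of over 65% in size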
Target sequence (P07550 whole entry, looked up): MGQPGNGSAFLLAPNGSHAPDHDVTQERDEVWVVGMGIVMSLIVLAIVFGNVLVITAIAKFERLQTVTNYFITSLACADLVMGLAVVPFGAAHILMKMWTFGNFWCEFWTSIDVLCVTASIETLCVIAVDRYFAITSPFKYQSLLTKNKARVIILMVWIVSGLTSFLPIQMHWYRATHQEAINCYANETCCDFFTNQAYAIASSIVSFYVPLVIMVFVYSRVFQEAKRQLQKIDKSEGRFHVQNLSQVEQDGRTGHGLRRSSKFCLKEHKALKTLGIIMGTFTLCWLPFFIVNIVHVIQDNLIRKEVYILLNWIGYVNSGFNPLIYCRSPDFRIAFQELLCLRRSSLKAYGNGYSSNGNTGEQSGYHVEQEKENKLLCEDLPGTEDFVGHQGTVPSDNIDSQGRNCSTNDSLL
BCR signal inh: inhibitors of chronic active B-cell receptor signaling; 340,000 compounds, 0.05% hits; AID 493014; ABC-DLBCL IkBa-CBG/CBR reporter, luminescence ratio, 4 h; Potency, µM (titrated, usually from 46.1 µM), for inactives: top-dose ratio change, negative = lower green/red ratio, usual class: inhibitors; active means well fitted inhibition curve with a large enough effect in the signal ratio, with a control signal flat, not every such curve was filed as active; inconclusive means small, poorly fitted or top-dose-only effect, or effect the other way, or a change in a side signal; the % refers to the signal ratio;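 further: potency means the concentration at half of the fitted maximal effect; plate controls were basal doxycycline-induced cells for no effect and cells given 10 µM MG132 for full effect; MG132 reads +100%, hits lower the ratio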
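TMD8 human ABC-DLBCL cells with doxycycline-inducible IκBα–green luciferase fusion and unfused red luciferase, in 0.5% FBS medium; compounds up to 46 uM, 4 h at 37C. Green/red luminescence ratio, filter-overlap corrected, fitted to concentration-response curves.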
Eya2 inh: blocks the phosphatase activity of human Eya2 | AID 488837 | Potency, µM (top dose mostly 76.9 µM), inactives show top-dose activity, negative = inhibition, most hits filed as inhibitors | 330,000 compounds, 0.006% hits | recombinant Eya2, OMFP fluorescence dephosphorylation (OMFP is methylfluorescein phosphate); further: potency means the concentration at half of the fitted maximal effect; on the % scale 0 is the no-effect control and ±100 the full control effect
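Eya2 protein (added as 0.2 uM solution) was preincubated with compound for 10 min at ambient temperature in 50 mM HEPES pH 7.5, 50 mM NaCl, 5 uM MgCl2, 0.05% BSA, 1 mM DTT. OMFP (added at 50 uM) then reacted 10 min; fluorescence read at 485/525 nm.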
Mito fusion yeast: mitochondrial division inhibition or fusion activation; S. cerevisiae fusion-defective mutant growth rescue, CellTiterGlo 48 h; Potency, µM (doses to about 46.1 µM), inactives show at the highest dose growth rescue (activation), hits mostly activators; 320,000 compounds, 0.23% hits;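 further: potency means the concentration at half of the fitted maximal effect; % of control where 0% means no effect; nearly all actives have a fitted effect of over 45% in size; temperature-sensitive fusion mutants such as fzo1-1 at 37 °C on non-fermentable ethanol glycerol medium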
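Luminescent cell viability in 1536-well qHTS format served as the measure of rescued growth in ts fusion-mutant S. cerevisiae cultured on non-fermentable YPEG for 48 hours at 37C.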
TSHR antagonist: antagonists of human thyroid stimulating hormone receptor | TSHR-expressing cells, TSH-stimulated cAMP HTRF, 2 h; stronger effect = lower value | 330,000 compounds, 0.2% hits | activity change, negative = inhibition, % at 11.5 µM | P16473;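 active means activity change below a set negative limit, meaning inhibition stronger than a set level, cut at about -70% in these data; inconclusive means activity change between two set negative limits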; further: on the % scale 0 is the no-effect control and ±100 the full control effect
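Antagonism was scored as loss of TSH-driven cAMP in TSHR cells, stimulated with 4nM TSH (EC80) for 2 hours at 37 deg C and detected by homogeneous HTRF competition immunoassay.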
TCR activator: activates T cell receptor signaling | AID 504894 | Potency, µM (titrated, usually from 9.22 µM), for inactives: at the highest dose activation of IL-2 secretion, hits mostly activators | 330,000 tested, under 10 active | primary human leukocytes, anti-CD3, IL-2 HTRF, 48 h; further: % of control where 0% means no effect
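HTRF read-out of IL-2 secretion: europium cryptate donor excited at 320nm, d2 acceptor emission at 665nm. Cells were primary human leukocytes incubated 48 hr with compounds and a-CD3 beads, supplying TCR signal only.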
Active calls of the source: *; ? = inconclusive; / = no result given; [ ] = remark or other dose. Unless noted, the call rests on the fitted dose curve; in most records, active means well fitted curve in the direction sought with a large enough effect; inconclusive means small, poorly fitted or top-dose-only effect, or another doubt; inactive means no such curve, though single readings can be large; an effect the other way counts as inactive or inconclusive.

canonical_smiles	uPA generation	TSG101-PTAP inh	ELG1 repair inh	Tb PFK block	USP2a block	B2AR arrestin	BCR signal inh	Eya2 inh	Mito fusion yeast	TSHR antagonist	TCR activator
CC(=O)NS(=O)(=O)c1ccc(NC(=O)c2ccc3c(c2)NC(=O)CS3)cc1	1%	-1%	11%	-5%	1%	-0.4%	0%	4%	/	-4	0%[46.1 µM]
CCCOc1ccc(N2C(=O)CC(NCC#N)C2=O)cc1 (configuration not stated)	-6%	-5%	0%	4%	0%	-0.1%	?	10%	2%	4	4%
NC(=O)SCC(=O)Nc1ccc(Cl)c(Cl)c1	-7%	0%	-20%	-9%	3%	0.3%	?	2%	?	-12	-28%
Cc1ccnc(NC(=O)C2COc3ccccc3O2)c1 (configuration not stated)	9%	-3%	?	0%	1%	-0.6%	?	8%	3%	7	0%[46.1 µM]
N=c1sccn1CC(=O)N1CCc2ccccc21	2%	-2%	-1%	0%	4%	-0.5%	-2%	-5%	-2%	-13	-2%
Fc1ccc(Br)cc1/C=N/N1CCN(c2ccccc2)CC1	4%	3%	7%	-2%	-2%	0.5%	-1%	-5%	-16%	-10	-1%
O=C(O)C1CCCCC1C(=O)Nc1ccc(Cl)cc1 (configuration not stated)	4%	-9%	17%	0%	-1%	-0.2%	9%	-23%	-3%	2	/
N=c1c(C(=O)NC2CCCCC2)cc2c(=O)n3ccccc3nc2n1Cc1ccc(F)cc1	-3%	-12%	8.2µM*	-6%	2%	0.0%	-3%	6%	20%	24	-6%
COc1ccc(CC(=O)OCCc2cc3cc(OC)c(OC)cc3c(=O)o2)cc1	9%	-8%	-4%	1%	-8%	0.0%	-1%	-26%	25%	-12	8%
CC(C(=O)NC1CCCC1)N1C(=O)c2cccc3cccc1c23 (configuration not stated)	-1%	-5%	-1%	1%	0%	3.2%	1%	11%	2%	15	-1%
Cc1cc(C(F)(F)F)nc2c(Cl)c(C(C)(C)C)nn12	1%	-2%	9%	-3%	2%	-0.2%	1%	?	-3%	9	1%
O=[N+]([O-])c1ccc(-c2ccc(/C=N/c3c(-c4ccco4)nc4ccccn34)o2)cc1	-12%	-12%	?	3%	-8%	0.2%	?	15%	-1%	-3	3%
CC(=O)Nc1ccc(NC(=O)CCOc2ccccc2C)cc1	-1%	-3%	-6%	0%	0%	-0.2%	3%	8%	4%	1	0%
CC(C)Oc1ccc(N2CC(C(=O)Nc3ccc4c(c3)OCO4)CC2=O)cc1 (configuration not stated)	-20%	0%	1%	4%	-1%	0.0%	3%	-3%	2%	-8	6%
CS(=O)(=O)c1ccc2nc(NC(=O)CN3CCC(Cc4ccccc4)CC3)sc2c1	4%	-3%	-8%	5%	3%	0.2%	-2%	5%	11%	1	3%
O=C(Nc1ccc(F)cc1F)N1CCCCC1c1cccnc1 (configuration not stated)	-3%	-9%	2%	-2%	2%	-0.5%	5%	8%	-5%	-5	2%
COc1ccc(CN(C)C(=O)CCl)cc1	?	0%	2%	0%	1%	-0.1%	?	3%	4%	0	-14%
CC(C)(C)c1cc(NCc2ccccn2)n2ncc(-c3ccccc3)c2n1	0%	4%	4%	0%	0%	-0.6%	?	-27%	-29%	-2	0%
Cc1cc(=O)[nH]c(SCC(=O)Nc2ccc(F)cc2)c1C#N	-2%	-10%	?	-4%	-1%	0.0%	6%	2%	-6%	-9	3%
CCCCC[C@H]1CN(Cc2ccccc2)C(=O)[C@@H]1CC(=O)NCc1ccccc1	-3%	-5%	8%	-4%	-4%	-0.1%	0%	4%	15%	1	11%
CC(C)NC(=S)Nc1ccc(Oc2ccccc2)cc1	3%	2%	10%	9%	6%	9.3%	-6%	-2%	-5%	38	-2%
O=C(Nc1cc(C(F)(F)F)ccc1Cl)C(=O)N1CCCCC1	-1%	-8%	6%	8%	2%	-0.3%	11%	-2%	1%	14	0%[46.1 µM]
Cc1sc(NC(=O)Cc2ccc3c(c2)OCO3)nc1-c1ccc2c(c1)CCN2C(=O)c1ccc(F)cc1	1%	0%	?	-1%	-2%	0.4%	?	-1%	0%	-13	1%[46.1 µM]
CCOCCCn1c(=NC(=O)c2ccco2)c(C(=O)OCC)cc2c(=O)n3cccc(C)c3nc21	?	1%	?	-4%	4%	0.1%	11%	0%	3%	-13	-5%
COc1ccc(NC(=O)c2ccc(NC(=O)c3cccs3)cc2)cc1	5%	-3%	?	2%	1%	-0.4%	?	-3%	3%	30	-1%
O=C(/C=C/c1ccccc1[N+](=O)[O-])c1ccccc1Br	-12%	-1%	?	1%	2%	-0.6%	?	8%	-6%	5	-5%
Cc1ccc(SCC(=O)NC(=O)c2ccccc2Br)c(C)c1	5%	-1%	4%	-1%	0%	-0.2%	0%	6%	/	-4	-5%
c1csc(-c2nc3c4ccccc4c4ccccc4c3[nH]2)c1	-15%	1%	?	1%	-9%	-0.9%	?	-16%	10%	-20	7%[46.1 µM]
O=C(Cc1c(F)cccc1Cl)N1CCN(C(=O)c2ccco2)CC1	11%	-8%	2%	-7%	1%	-0.3%	7%	-1%	-1%	-7	/
COc1ccc(S(=O)(=O)N2CCN(CC(=O)NC3CCCC3)CC2)cc1	5%	-2%	14%	4%	-4%	-0.2%	2%	9%	1%	1	1%
CCN1C(=O)[C@@H]2[C@@H](c3ccc(SC4CCCCC4)c(OC)c3)N3CCCC[C@@]3(C(=O)OC)[C@@H]2C1=O	5%	8%	-13%	3%	1%	-0.1%	1%	10%	/	-5	-2%
CC(NC(N)=O)C12CC3CC(CC(C3)C1)C2 (configuration not stated)	/	-2%	7%	-9%	2%	0.0%	-4%	17%	3%	-15	-3%
O=C(CNC(=O)c1cccc([N+](=O)[O-])c1)NC1CCCc2ccccc21 (configuration not stated)	4%	0%	5%	-1%	0%	-0.1%	0%	12%	4%	-23	4%
CCOC(=O)c1ccc(NC(=S)NCCCN2CCCCC2)cc1	/	-4%	0%	3%	3%	0.0%	5%	-14%	-3%	19	-1%
Cn1cc(S(=O)(=O)CC(=O)Nc2ccc3c(c2)OCCO3)c2ccccc21	9%	-8%	2%	4%	0%	-0.8%	?	-8%	3%	-2	2%[46.1 µM]
CCOC(=O)c1cnn(-c2ccccc2)c1NC(=O)CCl	-2%	-5%	3%	4%	2%	0.2%	6%	1%	3%	30	-3%[46.1 µM]
C#CC(CC)(CC)NC(=O)c1c(C)noc1C	/	-8%	0%	2%	2%	0.2%	0%	-15%	0%	0	15%
Cc1[nH]c2ccccc2c1-c1nc(-c2ccc(Cl)cc2)nnc1-c1ccccc1	/	/	10%	0%	3%	0.0%	?	-28%	8%	19	/
Cc1nnc(SCC(=O)NC(C)(C)C)n1CCc1ccccc1	-4%	-4%	20%	-8%	1%	-0.7%	?	0%	-3%	26	1%[46.1 µM]
COc1cccc(-c2[nH]nc3c2C(c2ccc(C)o2)C(C#N)=C(N)O3)c1 (configuration not stated)	-7%	-5%	?	3%	2%	0.4%	?	3%	-1%	-26	-2%
COc1cc(C2C3=C(CC(C)(C)CC3=O)N(C)C3=C2C(=O)CC(C)(C)C3)ccc1O	-5%	-4%	-17%	0%	-4%	-0.3%	?	0%	0%	26	2%
Cc1ccc(S(=O)CCNC(=O)Cc2ccc(Cl)cc2)cc1 (configuration not stated)	-1%	-3%	-4%	-5%	-2%	0.1%	-10%	-26%	-1%	-9	6%
CC12CN(Cc3ccccc3)CC(C)(CN(Cc3ccccc3)C1)C2=O	6%	3%	-2%	-2%	3%	0.3%	-2%	-10%	-2%	-6	-1%
O=C(Nc1cccc(Cl)c1)Nn1cnnc1	4%	1%	9%	-16%	0%	-0.1%	4%	9%	1%	4	-4%

Bioassay records deposited in PubChem by National Center for Advancing Translational Sciences (NCATS).

Compounds as they come; about 3% have a hit in one of these screens.
